Luc counter: counter-screen: inhibitors of Kinase-Glo firefly luciferase. Q27757. Kinase-Glo luciferase, ATP luminescence, 8 min. Potency, µM (top dose mostly 38.3 µM), inactives show at the highest dose activity change, negative = inhibition, actives largely listed as inhibitors. actives 0.28% (n = 200,000). AID 1379; also: potency is read from the fitted curve at half-maximal effect; % is scaled to controls: 0 for no effect and ±100 for the full control effect; nearly all actives have a fitted effect of over 60% in size
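Inhibition of Kinase-Glo luciferase light generation was assessed at 10 uM ATP in pH 7.2 imidazole buffer, with luminescence measured after eight minutes at ambient temperature.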
HTT aggregate: reduces HttQ103-GFP aggregates in PC12 cells | PC12 HttQ103-GFP aggregates, Acumen cytometry, 40 h | Potency, µM (doses to about 46.1 µM), for the others: at the top dose activity change, negative = inhibition, hits mostly inhibitors | actives 1.1% (n = 220,000); also: potency is read from the fitted curve at half-maximal effect; % is scaled to controls: 0 for no effect and ±100 for the full control effect; nearly all actives have a fitted effect of over 60% in size
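Using laser scanning cytometry, GFP-positive aggregates were counted after lysis of PC12 cells induced with 100 nM tebufenozide to express HTT exon 1 Q103–GFP. Compounds were tested in titration.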
Epigenetic reg: epigenetic control regulation, reporter derepression. murine LDR cells, GFP reporter derepression, 30 h. Potency, µM (top dose mostly 53.9 µM), without a hit: at the highest dose GFP activation, actives largely listed as activators. actives 0.2% (n = 280,000); also: potency is read from the fitted curve at half-maximal effect; % of control where 0% means no effect; nearly all actives have a fitted effect of over 60% in size
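Murine LDR cells carrying a silenced, genomically integrated CMV-driven GFP reporter were exposed to compound for 30 hours at 37 C. After PBS washes, GFP-positive cells (20–120 um objects) were counted by laser-scanning microplate cytometry.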
Lamin A splicing: modulators of lamin A splicing | HeLa LMNA splicing GFP/RFP minigene ratio, 48 h | Potency, µM (titrated, usually from 46.1 µM), for inactives: at the top dose ratio change, negative = inhibition, hits mostly inhibitors | actives 0.01% (n = 200,000) | AID 1487; active = well fitted inhibition curve with a large enough effect in the signal ratio, with a control signal flat, not every such curve was filed as active; inconclusive = small, poorly fitted or top-dose-only effect, or effect the other way, or a change in a side signal; the % refers to the signal ratio; also: potency is read from the fitted curve at half-maximal effect; % is scaled to controls: 0 for no effect and ±100 for the full control effect
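S3 HeLa stable clones carrying a lamin A-EGFP splicing minigene plus DsRed2 were seeded at 600 cells/well in Opti-MEM with 2% FBS, pin-dosed and incubated 48 h at 37°C. Acumen cytometry (488 nm) gave the GFP/RFP total-intensity ratio.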
NPSR antag: neuropeptide S receptor (human) antagonism, cAMP. Q6W5P4. CHO-NPSR cells, cAMP TR-FRET, antagonist mode. Potency, µM (doses to about 38.3 µM), without a hit: at the highest dose activity change, negative = inhibition, most hits filed as inhibitors. actives 1% (n = 220,000). AID 1461; also: potency is read from the fitted curve at half-maximal effect; % is scaled to controls: 0 for no effect and ±100 for the full control effect; nearly all actives have a fitted effect of over 50% in size; many of its hits are not listed in these tables
Target sequence (Q6W5P4 whole entry, looked up): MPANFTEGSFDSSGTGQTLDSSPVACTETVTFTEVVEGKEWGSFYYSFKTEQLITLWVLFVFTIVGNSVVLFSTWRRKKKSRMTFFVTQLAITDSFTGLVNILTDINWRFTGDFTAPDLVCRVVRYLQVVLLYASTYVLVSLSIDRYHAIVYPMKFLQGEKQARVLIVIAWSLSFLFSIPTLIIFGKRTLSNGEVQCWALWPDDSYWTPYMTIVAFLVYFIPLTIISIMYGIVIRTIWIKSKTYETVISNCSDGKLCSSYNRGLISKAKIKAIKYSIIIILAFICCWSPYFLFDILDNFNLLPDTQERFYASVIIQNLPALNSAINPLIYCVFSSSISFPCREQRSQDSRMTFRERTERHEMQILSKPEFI
IMPase Li cell: IMPase inhibition in cells with lithium potentiation. CHO-M1 cells, IP1 TR-FRET (IP-One), carbachol + lithium. Potency, µM (doses to about 59.4 µM), for the others: at the highest dose activity, negative = IMPase inhibition, actives largely listed as inhibitors. actives 0.35% (n = 210,000);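 also: IP1 builds up when IMPase is blocked and the TR-FRET signal falls; potency is read from the fitted curve at half-maximal effect; plate controls were basal vehicle for no effect and high inhibitor control for full effect; nearly all actives have a fitted effect of over 50% in size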
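Test compounds were applied to CHO-M1 cells previously cultured for 16–30 h at 2000 per well. A small lithium amount accompanied them; after 30 min at 37C, IP1 was quantified by TR-FRET.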
CBFb RUNX1 block: blocks binding between human CBF-beta and RUNX1 | Q01196+Q13951 | AlphaScreen CBFb-His/RUNX1-biotin binding, biochemical | Potency, µM (top dose mostly 59.8 µM), without a hit: top-dose activity, negative = inhibition, most hits filed as inhibitors | 230,000 tested, under 10 active; also: % of control where 0% means no effect
Target sequence (Q01196 whole entry, looked up): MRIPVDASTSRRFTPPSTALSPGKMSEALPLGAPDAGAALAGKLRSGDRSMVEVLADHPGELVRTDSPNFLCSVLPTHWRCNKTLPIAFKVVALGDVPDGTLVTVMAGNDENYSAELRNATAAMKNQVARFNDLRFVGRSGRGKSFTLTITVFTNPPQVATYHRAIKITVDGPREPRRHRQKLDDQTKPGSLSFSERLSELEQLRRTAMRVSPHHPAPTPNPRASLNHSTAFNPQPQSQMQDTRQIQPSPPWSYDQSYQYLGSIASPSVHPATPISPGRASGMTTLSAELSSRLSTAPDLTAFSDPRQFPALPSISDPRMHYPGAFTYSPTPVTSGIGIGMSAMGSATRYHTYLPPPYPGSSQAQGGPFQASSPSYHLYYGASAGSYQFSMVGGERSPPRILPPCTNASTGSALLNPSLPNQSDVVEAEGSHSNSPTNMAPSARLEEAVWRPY
Target sequence (Q13951 whole entry, looked up): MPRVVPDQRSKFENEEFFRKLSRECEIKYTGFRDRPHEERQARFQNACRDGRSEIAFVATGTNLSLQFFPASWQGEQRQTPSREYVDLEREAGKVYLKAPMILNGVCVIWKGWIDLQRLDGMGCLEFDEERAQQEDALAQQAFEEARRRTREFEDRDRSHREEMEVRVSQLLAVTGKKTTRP
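Proteins preincubated together for 20 min at RT before compound addition; 15 min later, nickel and streptavidin beads were added and left 90 min prior to AlphaScreen measurement.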
The depositor's hits bear a star; ? = inconclusive; · = not tested or not shown; & = joins results of further samples; [ ] = dose if it differs, or a comment. Unless noted, calls follow the shape of the dose curve; as a rule, active = well fitted curve in the direction sought with a large enough effect; inconclusive = small, poorly fitted or top-dose-only effect, or another doubt; inactive = no such curve, though single readings can be large; an effect the other way counts as inactive or inconclusive. A portion of the library; rates above refer to the full screens.

SMILES	Luc counter	HTT aggregate	Epigenetic reg	Lamin A splicing	NPSR antag	IMPase Li cell	CBFb RUNX1 block
Cn1c(=O)c2c(nc(Br)n2CCSc2nnnn2-c2ccccc2)n(C)c1=O	-2%	-24%	0.9%	-10%	-7%[46.1 µM]	1%	18%
COC(=O)[C@@]1(Cc2ccc(OC)cc2)[C@H]2c3cc(C(=O)N4CCCC4)n(CCc4ccc(OC)c(Br)c4)c3C[C@H]2CN1C(=O)c1ccccc1	-2%	·	3.6%	·	·	15%	2%
COc1ccc2nc(COC(=O)c3cccs3)c(C(C)=O)[n+]([O-])c2c1	·	14%[9.22 µM]	2.8%	·	40%	·	3%
COc1ccc(C2=C(C=C(C#N)C#N)C(c3ccccc3C)c3ccccc3O2)cc1OC (configuration not stated)	-2%	?	0.0%	?	-41%	7%	-30%
O=C(Cc1ccccc1)NCC(=O)Nc1cccc(Br)c1	2%	18%	0.7%	·	7%	-16%	?
CC(/C=C/c1cccc(Oc2ccc(F)cc2)c1)N(O)C(N)=O (configuration not stated)	1%	·	-0.2%&0.0%	?	?	7%&17%	-7%&9%
CCc1nc(SCC(=O)O)c(C#N)cc1C	1%	-8%	0.2%	8%	1%[46.1 µM]	11%[38.3 µM]	7%
COc1ccc(NC(=O)CCC(=O)N/N=C/c2ccncc2)cc1	·	13%[9.22 µM]	0.0%	·	-35%	·	2%
CCOC(=O)c1c(CC(C)C)csc1/N=C/C1C(=O)CCCC1=O	-2%	-6%	?	·	-15%	-4%	?
Cc1occc1C(=O)N1CCCc2ccccc21	-2%	11%	-2.1%	2%	-1%[46.1 µM]	18%[38.3 µM]	3%
C/C(=C\C(=O)Nc1cc(C)on1)c1ccccc1	4%	2%	-1.1%	10%	-3%[46.1 µM]	13%[38.3 µM]	0%
CCc1ccc(-c2nc(CSCC(=O)N3CCN(c4ccccn4)CC3)c(C)o2)cc1	-4%	?	0.3%	15%	-21%[46.1 µM]	21%[38.3 µM]	5%
COc1cccc(-n2c(N)c(C#N)c3ccc([N+](=O)[O-])cc3c2=O)c1	·	?	0.0%	?	-4%[46.1 µM]	·	3%
Cc1ccc(C(=O)NNC(=O)c2cccnc2SCc2cccc([N+](=O)[O-])c2)cc1	1%	11%	3.1%	-6%	13%	2%	4%
C/C(NC(=O)c1ccccc1F)=C1\C(=O)C[C@@H]2[C@H]1C2(C)C	·	-4%	-2.6%	0%	-12%[46.1 µM]	·	10%
Cc1ccc(S(=O)(=O)c2ccc(Cl)cc2)cc1S(=O)(=O)N1CCN(C)CC1	-4%	-22%	-1.0%	?	-5%[46.1 µM]	19%[38.3 µM]	1%
CCOC(=O)CCc1c(C)c2ccc(OCC(=O)N(CC)CC)c(C)c2oc1=O	-4%	4%	-1.1%	13%	-19%[46.1 µM]	33%[38.3 µM]	11%
C=CCn1c(SCC(=O)c2ccc(NS(=O)(=O)c3ccccc3)cc2)nnc1-c1cccs1	1%	13%	-1.0%	-9%	-13%[46.1 µM]	32%[38.3 µM]	-1%
CCc1n[nH]c2c1/C(=N\O)CC(c1ccccc1)C2 (configuration not stated)	0%	-11%[9.22 µM]	-1.1%	?	-8%[46.1 µM]	8%[38.3 µM]	3%
CCCNC(=O)Cn1c(=O)cnc2ccccc21	·	?	-0.9%	-2%	8%[46.1 µM]	·	-3%
CSc1nc2n(n1)C(c1cccc(F)c1)C(C(=O)Nc1ccc(C)cc1C)=C(C)N2 (configuration not stated)	-5%	0%	-2.6%	1%	4%[46.1 µM]	-4%[38.3 µM]	5%
C#CCOC(=O)CCC(=O)Nc1cc(OC)nc(OC)n1	-1%	10%	-1.0%	7%	6%[46.1 µM]	2%[38.3 µM]	1%
Cc1cccc(C)c1NC(=O)c1cc2c(=O)c3ccccc3oc2nc1C(F)(F)F	-2%	15%	-1.2%	21%	4%[46.1 µM]	?	11%
O=C(CCCc1nc2ccccc2s1)NCc1cccnc1	-1%	?	-2.8%	·	4%	0%	-16%
Cc1c(C(=O)Nc2nccs2)sc2nc(-c3cccs3)cc(C(F)(F)F)c12	-2%	?	11%	-30%	-11%[46.1 µM]	-2%[38.3 µM]	4%
O=C(NC(=S)Nc1ccc(NC(=O)c2cccs2)cc1)c1cc2ccccc2o1	1%	-1%	3.4%	7%	-1%	-11%	6%
O=C(CCN1C(=O)/C(=C/c2ccccc2)SC1=S)NNC(=O)c1cccnc1	-2%	-7%	-1.1%	-9%	11%	14%	5%
O=C(O)COCC(=O)N1CCN(C(c2ccccc2)c2ccccc2)CC1	·	-28%[9.22 µM]	1.0%	·	3%	·	18%
Cn1nnnc1SCC(=O)Nc1cc(C(F)(F)F)ccc1N1CCOCC1	5%	8%	-4.2%	-13%[46 µM]	-1%	11%	14%
CCn1cc(C(=O)NCCCN2CCCC(C)C2)c(=O)c2cc(S(=O)(=O)N3CCc4ccccc4C3)ccc21 (configuration not stated)	-3%	?	1.3%	·	-60%	24%	-2%
CCOC(=O)c1ccc(-c2ccc(C(=O)Nc3cccnc3)o2)cc1	-3%	-17%	-0.9%	15%	-18%[46.1 µM]	4%[38.3 µM]	-3%
Cc1ccc(NC(=O)C2CCCN(S(=O)(=O)c3cccs3)C2)cc1 (configuration not stated)	-2%	-1%	-1.2%	2%	-13%[46.1 µM]	12%[38.3 µM]	-2%
COc1cc2c(cc1OC)/C(=C/C#N)NC(C)(C)C2	-3%	11%[9.22 µM]	5.7%	-4%	2%[46.1 µM]	4%[38.3 µM]	-10%
CS(=O)(=O)CCC(C(=O)N1CCOCC1)N1C(=O)c2cc(Cl)c(Cl)cc2C1=O (configuration not stated)	0%	1%	1.0%	-3%	-11%	3%	0%
Cc1cc(C)c(C#N)c(Oc2ccccc2)n1	-8%	0%	0.8%	13%	4%[46.1 µM]	-5%[38.3 µM]	5%
COc1ccc(CNC(=O)Cc2nn(C)c(=O)c3ccccc23)cc1	-4%	?	-1.7%	14%	11%[46.1 µM]	24%[38.3 µM]	0%
Cc1ccc(S(=O)(=O)CCSc2n[nH]c(=O)n2-c2ccccc2)cc1	·	-24%[9.22 µM]	-0.3%	·	-7%	·	4%
COc1ccc2nc(SCc3ccccc3)nc(C)c2c1	-2%	1%	-1.0%	-1%	-5%	14%	?
COC(=O)c1onc(-c2ccccc2)c1C(=O)OC	1%	15%	0.0%	2%	-4%[46.1 µM]	7%[38.3 µM]	3%
CCC(C)NC(=O)Cn1cc(S(=O)(=O)N2CCN(c3ccccc3F)CC2)c2ccccc2c1=O (configuration not stated)	2%	-5%	1.9%	?	-29%	3%	-5%
O=C(Nc1ccc([N+](=O)[O-])cc1)C1CC1(c1ccccc1)c1ccccc1 (configuration not stated)	4%	-18%	0.0%	0%	?	13%	-3%
O=C1CC(N2CCSCC2)C(=O)N1c1ccc(Br)cc1 (configuration not stated)	·	-1%[9.22 µM]	0.1%	·	0%	·	8%
COC(=O)c1nc(NC(=O)c2ccc(Br)cc2)n[nH]1	-2%	4%	-1.1%	4%	-12%[46.1 µM]	-10%[38.3 µM]	2%
N#Cc1ccc(OCC(=O)Nc2cc(S(=O)(=O)N3CCCCC3)ccc2N2CCCCC2)cc1	0%	12%	0.0%	-5%	-27%	7%	6%
CCc1ccccc1N1C(=O)c2ccccc2S1(=O)=O	1%	-10%	-3.2%	?	-6%	13%	2%
Cc1cc(C)c(OCC(=O)Nc2ccccc2N2CCOCC2)c(C)c1	1%	-18%	-4.3%	?	?	17%[38.3 µM]	12%
Cc1cccc(N(CC(=O)N2CCOCC2)S(C)(=O)=O)c1C	-1%	-2%	0.8%	3%	-5%[46.1 µM]	-9%[38.3 µM]	5%
Cc1cccc(C(=O)N[C@H](C(=O)Nc2cc(S(=O)(=O)N3CCCCC3)ccc2C)C(C)C)c1	4%	7%	-1.1%	-7%	8%	18%	-6%
CC(C)[C@@H]1[C@H]2CC[C@H](C2)[C@H]1N	-1%	·	-2.8%	·	·	9%	4%[21.7 µM]
Cc1ccsc1C=Nc1c(C)n(C)n(-c2ccccc2)c1=O	3%	9%	-2.1%	-4%	3%[46.1 µM]	11%[38.3 µM]	-2%
Cc1cc(C(F)(F)F)nc2c(Cl)c(C(C)(C)C)nn12	·	-6%[9.22 µM]	1.1%	12%[46 µM]	-10%	·	18%
O=C(O/N=C1\CCCCC1c1ccc([N+](=O)[O-])cc1[N+](=O)[O-])c1c(F)cccc1F (configuration not stated)	0%	20%	13%	4%	?	13%[38.3 µM]	?
O=Cc1sc(N2CCOCC2)nc1-c1ccccc1	1%	-5%	0.0%	·	-31%	14µM*	-14%

Quoted from the listing for reference:
SMILES	Luc counter	HTT aggregate	Epigenetic reg	Lamin A splicing	NPSR antag	IMPase Li cell	CBFb RUNX1 block
Cn1c(=O)c2c(nc(Br)n2CCSc2nnnn2-c2ccccc2)n(C)c1=O	-2%	-24%	0.9%	-10%	-7%[46.1 µM]	1%	18%
COC(=O)[C@@]1(Cc2ccc(OC)cc2)[C@H]2c3cc(C(=O)N4CCCC4)n(CCc4ccc(OC)c(Br)c4)c3C[C@H]2CN1C(=O)c1ccccc1	-2%	·	3.6%	·	·	15%	2%
COc1ccc2nc(COC(=O)c3cccs3)c(C(C)=O)[n+]([O-])c2c1	·	14%[9.22 µM]	2.8%	·	40%	·	3%
COc1ccc(C2=C(C=C(C#N)C#N)C(c3ccccc3C)c3ccccc3O2)cc1OC (configuration not stated)	-2%	?	0.0%	?	-41%	7%	-30%
O=C(Cc1ccccc1)NCC(=O)Nc1cccc(Br)c1	2%	18%	0.7%	·	7%	-16%	?
CC(/C=C/c1cccc(Oc2ccc(F)cc2)c1)N(O)C(N)=O (configuration not stated)	1%	·	-0.2%&0.0%	?	?	7%&17%	-7%&9%
CCc1nc(SCC(=O)O)c(C#N)cc1C	1%	-8%	0.2%	8%	1%[46.1 µM]	11%[38.3 µM]	7%
COc1ccc(NC(=O)CCC(=O)N/N=C/c2ccncc2)cc1	·	13%[9.22 µM]	0.0%	·	-35%	·	2%
CCOC(=O)c1c(CC(C)C)csc1/N=C/C1C(=O)CCCC1=O	-2%	-6%	?	·	-15%	-4%	?
Cc1occc1C(=O)N1CCCc2ccccc21	-2%	11%	-2.1%	2%	-1%[46.1 µM]	18%[38.3 µM]	3%

Screening data (PubChem BioAssay)
